TCR activator: activators of T cell receptors | Potency, µM (doses to about 9.22 µM), for the others: at the top dose activation of IL-2 secretion, usual class: activators | primary human leukocytes, anti-CD3, IL-2 HTRF, 48 h | AID 504894 | 330,000 tested, under 10 active; active = well fitted activation curve with a large enough effect; inconclusive = small, poorly fitted or top-dose-only effect, or another doubt; inactive = no such curve, though single readings can be large or run the other way; also: % of control where 0% means no effect
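Using a-CD3 beads without co-stimulation, primary human leukocytes were exposed to compounds for 48 hr. An HTRF IL-2 kit measured the cytokine, with europium-to-d2 energy transfer producing emission at 665nm upon 320nm excitation.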
uPA surface inh: inhibitors of cell surface uPA generation | cell surface uPA generation assay, qHTS | Potency, µM (top dose mostly 38.3 µM), inactives show at the highest dose activity change, negative = inhibition, actives largely listed as inhibitors | 330,000 compounds, 0.31% hits; active = well fitted inhibition curve with a large enough effect; inconclusive = small, poorly fitted or top-dose-only effect; inactive = no such curve, though single readings can be large or run the other way; tested in mouse RAW 264.7 cells; also: potency is read from the fitted curve at half-maximal effect; % is scaled to controls: 0 for no effect and ±100 for the full control effect; nearly all actives have a fitted effect of over 55% in size
TSG101-PTAP inh: blocks PTAP/TSG101 interaction to inhibit HIV-1 budding. Fluorescence polarization, FITC-PTAP peptide / Tsg101 binding. Potency, µM (top dose mostly 115 µM), for inactives: at the highest dose activity change, negative = inhibition, usual class: inhibitors. 340,000 tested, under 10 active; active = well fitted inhibition curve with a large enough effect in the main read-out, with a control signal flat, not every such curve was filed as active; inconclusive = small, poorly fitted or top-dose-only effect, or effect the other way, or a change in a side signal; inactive = no such curve, though single readings can be large or run the other way; also: potency is read from the fitted curve at half-maximal effect; % of control where 0% means no effect
Target sequence (Q99816 whole entry, looked up): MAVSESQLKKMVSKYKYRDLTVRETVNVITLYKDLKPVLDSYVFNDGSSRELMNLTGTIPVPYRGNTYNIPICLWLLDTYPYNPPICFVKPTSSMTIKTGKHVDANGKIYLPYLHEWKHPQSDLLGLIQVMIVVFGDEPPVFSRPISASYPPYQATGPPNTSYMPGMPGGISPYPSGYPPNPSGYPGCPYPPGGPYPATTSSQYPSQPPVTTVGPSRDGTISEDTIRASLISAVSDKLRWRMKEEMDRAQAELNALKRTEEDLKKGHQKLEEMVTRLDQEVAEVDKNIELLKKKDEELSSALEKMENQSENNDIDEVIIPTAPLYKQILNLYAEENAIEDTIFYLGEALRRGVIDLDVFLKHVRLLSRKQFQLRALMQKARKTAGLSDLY
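FP read-out: FITC-PTAP peptide, 50 nM final, binding Tsg101 binding domain, 10 uM final; 20 min, r.t.; 10 mM HEPES pH 7.5, 0.15 M NaCl, 0.01% Tween 20, 3 mM EDTA, 0.1 mM TCEP.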
An asterisk follows results filed as active; ? = inconclusive; [ ] = another dose, or the depositor's remark. An excerpt (hit frequency here may not be typical).

SMILES | TCR activator | uPA surface inh | TSG101-PTAP inh
O=C(NCCCCc1ccccc1)c1cccc(NC(=O)C2CC2)c1 | -3% | 9% | -6%
O=C(c1ccccc1)N1CCN(c2ccccc2)CC1 | -2% | -1% | -3%
NC(=O)C1=C(N=C2CCCCC2)CCCC1 | 2% | 1% | -3%
CCN(CC)S(=O)(=O)c1cc(NC(=O)c2ccccc2OCc2c(C)noc2C)ccc1C | -2% | -3% | 0%
O=C(/C=C/c1cccs1)NCc1cccs1 | -1% | 1% | -5%
Cn1ccnc1SCC(=O)c1ccc(F)cc1 | 1% | -1% | -6%
CCCCn1c(N)c(N(CC(C)C)C(=O)c2cc(-c3ccc(OC)cc3)nc3ccccc23)c(=O)[nH]c1=O | -11% | -13% | 3%
O=C(c1ccc(Br)cc1)N1CCN(c2ncccn2)CC1 | -10% | -3% | -2%
O=[N+]([O-])c1cccc(COc2cccc(CO)c2)c1 | 2% | -17% | -4%
O=C1CCC[C@@H]2C[C@@]3(C[C@@H]4CCN1[C@H]24)Nc1cc(Cl)ccc1NC3=NCc1ccccc1 | 3% | 1% | -1%
Cc1oc2nc(SCC(=O)NC3CCCCC3)nc(N)c2c1C | -33% | -6% | 0%
Cc1ccccc1C(=O)Nc1scc(-c2ccc(Br)cc2)c1C(=O)O | 0% | -24% | 0%

Profiles as entered above. Order of screens: TCR activator, uPA surface inh, TSG101-PTAP inh
`O=C1CCC[C@@H]2C[C@@]3(C[C@@H]4CCN1[C@H]24)Nc1cc(Cl)ccc1NC3=NCc1ccccc1` reads 3%, 1%, -1%
`Cn1ccnc1SCC(=O)c1ccc(F)cc1` reads 1%, -1%, -6%

Returning to the listing, repeating the 2 entries before the break.
SMILES | TCR activator | uPA surface inh | TSG101-PTAP inh
Cc1oc2nc(SCC(=O)NC3CCCCC3)nc(N)c2c1C | -33% | -6% | 0%
Cc1ccccc1C(=O)Nc1scc(-c2ccc(Br)cc2)c1C(=O)O | 0% | -24% | 0%
Cc1cccc(C(C#N)c2nc3ccccc3nc2C(F)(F)F)c1 (stereo not drawn) | 2% | 5% | -5%
CC(COc1ccccc1)OC(=O)Nc1ccccc1 (stereo not drawn) | -3% | 2% | 1%
COc1ccc(C(CNC(=O)CN2C(=O)NC(C)(c3ccc4ccccc4c3)C2=O)N2CCCC2)cc1 (stereo not drawn) | -4% | -28% | 1%
CCOc1ccc2nc3cc(N=Nc4ccc(N)nc4N)ccc3c(N)c2c1 | 2% | 3% | -15%
CC(=O)NC1CCC(OC(=O)Nc2ccccc2)CC1 (stereo not drawn) | 6% | 1% | -2%
C=C1C(=O)OC2C1CCC(C)=C1C(=O)C3OC3(C)C12 (stereo not drawn) | 2% | ? | 0%
CN1C[C@@H]2[C@@H]3C(=O)N(Cc4ccccc4)C(=O)[C@@H]3[C@](Cc3ccccc3)(C1=O)N2C(=O)c1ccc(Cl)cc1 | -13% | 6% | -6%
CC(=O)OC[C@H]1O[C@@H](Oc2cc3ccc(=O)oc3cc2OC(C)=O)[C@H](OC(C)=O)[C@@H](OC(C)=O)[C@@H]1OC(C)=O | -8% | -4% | -8%
CC(=O)OCC1=C(C(=O)O)N2C(=O)[C@@H](NC(=O)Cc3ccccc3)[C@H]2SC1 | -17% | 7% | -2%
N=C1C=CC(=C(c2ccc(N)cc2)c2ccc(N)cc2)C=C1 | 6% | -14% | 3%
CCOC(=O)CCc1ccc(NC(=O)/C=C/c2ccc([N+](=O)[O-])o2)cc1 | -3% | -6% | 1%
CC(C)CC(C(=O)OCC(=O)N1CCN(c2ccccc2)CC1)N1C(=O)c2ccccc2C1=O (stereo not drawn) | -1% | 0% | 0%
CC(=O)OCCN1C(=O)c2ccc(-c3nc4ccccc4c(=O)o3)cc2C1=O | 4% | 4% | -5%
CSc1ccc2c(c1)C(N1CCN(C)CC1)Cc1ccc(F)cc1S2 (stereo not drawn) | -5% | -21% | -3%
C#CCOCCOCCOCCNc1nc(N2CCN(C(=O)Cn3cc(CCO)nn3)CC2)nc(N2CCN(C(=O)[C@H](C)n3cc(CCCN=C(N)N)nn3)CC2)n1 | 3% | 0% | -6%
COCCN1C(=O)N[C@@H](c2cccc(C(F)(F)F)c2)C(C(=O)OC)=C1C | -12% | 20% | 5%
COc1cccc(C=NNC(=S)NN=Cc2cccc(OC)c2OC)c1OC | 1% | -2% | -6%
COC(=O)Cc1cc(C)cc2c(=O)cc(-c3ccoc3)oc12 | -9% | -7% | -4%
COc1ccc(NC(=O)[C@@H]2CC=C[C@@H]3CCN(Cc4ccc(Cl)c(Cl)c4)C(=O)[C@@H]32)cc1 | 0% | -18% | -5%
O=C(O)c1ccccc1C(c1ccccc1)c1ccccc1O (stereo not drawn) | -6% | 2% | -1%
O=C(CC(c1ccccc1)C1CCCCC1=O)c1ccccc1 (stereo not drawn) | -2% | 4% | -1%
CC(=NNC(=S)N1CC2CCC(CC2)C1)c1cccc(C)n1 | 7% | -4% | 0%
O=C(O)CC(CC(=O)O)n1cccc1 | -3% | 1% | -5%
CC1(C)CC(=O)C=C(Nc2cccc(Cl)c2Cl)C1 | 1% | ? | 1%
O=C(Cc1ccc(Cl)cc1)c1ccccc1 | -1% | -1% | -6%
CCOC(=O)[C@H]1[C@H]2COc3ccc(Br)cc3[C@H]2N2C(=O)CN(CCc3c[nH]c4ccccc34)C(=O)[C@@]12C | 6% | 19% | -5%
CCC(C)[C@H]1CN=C(N)N1CCc1cccc(F)c1 (stereo partly drawn) | 5% | -10% | -2%
O=c1[nH]cc(CN2CCOCC2)c(=O)[nH]1 | 1% | -1% | 0%
COc1ccc(C(=O)c2ccc3oc(-c4ccc(OC)cc4)c(C#CCCO)c3c2)cc1 | 1% | 2% | 1%
CC(=NNC(=O)c1ccncc1)c1cccc(Br)c1 | -8% | -4% | -2%
CCCCCCCCCCCCCCCC(=O)Nc1ccn(C2OC(CO)C(O)C2O)c(=O)n1 (stereo not drawn) | 2% | -7% | 0%
COC1=NC(=C(c2ccccc2)c2ccccc2)OC1=O | 0% | 3% | -1%
COCCN(C(=O)CSc1nnc(-c2ccncc2)n1C)c1c(N)n(CC(C)C)c(=O)[nH]c1=O | -1% | 32%[activator] | 9%
O=C(CCl)N(O)c1ccc(C=Cc2ccccc2)cc1 | -21% | -8% | 0%
Cc1ncc(NS(=O)(=O)c2ccc(N)cc2)nc1C | -1% | 1% | 3%
O=C(NC1CC1)c1ccc(NC(=O)C2CCC2)cc1 | 4% | 12% | -4%
Nc1c(Cl)ncnc1Nc1ccc(C(=O)O)cc1 | 2% | 4% | -1%
O=C(CC(C(=O)c1ccccc1)c1ccccc1)c1ccccc1 (stereo not drawn) | -2% | -3% | -4%
CCOC(=O)c1c(C)[nH]c(C(=O)COC(=O)[C@H](C)N2C(=O)C3CCCCC3C2=O)c1C (stereo partly drawn) | -3% | -11% | -4%
O=C1N[C@@H](Cc2ccccc2)C(=O)N2[C@@H]1C[C@]1(Br)c3ccccc3N(S(=O)(=O)c3ccccc3)[C@H]21 | -7% | -7% | 1%
CSCCC(NC(=O)/C(=C/c1ccco1)NC(=O)c1ccco1)C(=O)O (stereo not drawn) | 1% | 4% | -4%
CN(C)c1ccc(/C=C/C(=O)c2ccc(O)cc2)cc1 | -7% | -10% | ?
C=CCOc1c(Cl)cc(Cl)cc1S(=O)(=O)NCCO | 0% | -19% | -1%
S=c1[nH]nc2ccccn12 | -1% | 3% | -4%
OC1CCCC1NCc1ccnc2cc(Cl)ccc12 (stereo not drawn) | 2% | -2% | -4%
CCN1C[C@@H]2[C@@H]3C(=O)N(C)C(=O)[C@@H]3[C@](C)(C1=O)N2C(=O)c1ccc(C)cc1 | -4% | 1% | -6%
CCCC[C@H]1C2=C3[C@@H](CC(C(=O)OC)=C[C@@H](C(=O)OC)[C@H]3C(C)(C)C2=O)n2c(=O)n(-c3ccccc3)c(=O)n21 | -5% | 14% | -3%
Cc1ccc(C(=O)N/C(=C/c2ccc(-c3ccc([N+](=O)[O-])cc3)o2)C(=O)NCCCN(C)C)cc1 | 0% | 14% | 1%
CC1CC2OC2CC1COC(=O)C1CC2OC2CC1C (stereo not drawn) | 0% | -4% | -4%
C=C[C@]12CC[C@H](OC(C)=O)CC1=CCC1C2CC[C@@]2(C)C1CCC21OCCO1 (stereo partly drawn) | -15% | 10% | 0%
CC[C@]12C(=O)N(C)C[C@H]([C@@H]3C(=O)N(Cc4ccccc4)C(=O)[C@@H]31)N2C(=O)c1ccc(F)cc1 | -1% | 3% | -3%
OCOCCCn1c(C2CCCN2c2nc(-c3ccc(F)cc3)cs2)nc2cc(Cl)c(N3CCCCC3)cc21 (stereo not drawn) | -2% | -17% | -2%
Cc1cc(C)c(S(=O)(=O)N2CCN(C(=O)c3c(C)nn(-c4ccccc4)c3Cl)CC2)c(C)c1 | 11% | -8% | 2%
CCN1CCN(c2ccc(S(=O)(=O)N3CCCCC3)cc2NC(=O)CCNC(C)=O)CC1 | 3% | -5% | 0%
CCCN1CCCC[C@H]1C(=O)Nc1c(C)cccc1C | -5% | -16% | -1%
Cc1cccc(N2Cc3ccc(Br)cc3C2)c1 | 0% | -3% | -2%
O=C(Nc1ccccc1)C1=C[C@H](C2CCCCC2)C[C@H](OCCCCO)O1 | 6% | -6% | -1%
COc1ccc(CNC(=O)C(=O)NCC2OCCN2S(=O)(=O)c2ccc(OC)cc2)cc1 (stereo not drawn) | -3% | 2% | -2%
COc1ccc(CNC(=O)CN2C(=O)NC(c3ccccc3)(c3ccccc3)C2=O)cc1OC | 1% | 7% | 6%
CC(C)Cn1cnc2c(SCCc3ccccc3)nc(N)nc21 | 1% | -8% | -3%

Additional results:
SMILES | TCR activator | uPA surface inh | TSG101-PTAP inh
CN(C)Cc1cc(C(C)(C)c2ccccc2)ccc1O | -3% | -3% | -3%
CC(/C=N/NC(=O)c1ccccc1C)=C\c1ccccc1 | 1% | ? | -4%
Cc1c(NS(=O)(=O)c2ccc(C(=O)N(C)Cc3cccc(Cl)c3Cl)cc2)c(=O)n(-c2ccccc2)n1C | -1% | -25% | -2%
CC(=O)Oc1ccc(/C=C(\NC(=O)c2cccc(Br)c2)C(=O)Nc2ccc(C(=O)O)cc2)cc1 | 1% | 5% | -4%
O=C(CSc1nnc(-c2ccccc2NC(=O)c2ccccc2)o1)OC1CCCCC1 | -1% | 7% | 0%
O=C(Cc1ccc(NC(=O)C2CCCN(C(=O)c3ccccc3)C2)cc1)Nc1ccc(C(=O)N2CCOCC2)cc1 (stereo not drawn) | -26% | -18% | -4%
c1cc2c3c(cccc3c1)NN=N2 | 11% | -6% | -2%
N#Cc1c(N)nc2c(c1-c1ccncc1)CCCCCC2 | -3% | -7% | -6%
CC1=C(C(=O)O)CC(S(=O)(=O)O)C1(C)C (stereo not drawn) | -4% | 7% | -2%
CC1=CC(C)(C)N2C(=O)C3(C(C#N)=C(N)Oc4cc(C)oc(=O)c43)c3cc(C)cc1c32 (stereo not drawn) | -1% | -2% | -5%
CC1Cc2cccc3ccc(=O)n(c23)C1 (stereo not drawn) | 3% | -3% | -5%
COc1ccccc1/C=N/NC(=O)c1nnn(-c2nonc2N)c1-c1ccccc1 | -1% | -2% | -2%

An excerpt from above in order of the TCR activator value, ascending.
SMILES | TCR activator | uPA surface inh | TSG101-PTAP inh
O=C(Cc1ccc(NC(=O)C2CCCN(C(=O)c3ccccc3)C2)cc1)Nc1ccc(C(=O)N2CCOCC2)cc1 (stereo not drawn) | -26% | -18% | -4%
Cc1c(NS(=O)(=O)c2ccc(C(=O)N(C)Cc3cccc(Cl)c3Cl)cc2)c(=O)n(-c2ccccc2)n1C | -1% | -25% | -2%
CC(/C=N/NC(=O)c1ccccc1C)=C\c1ccccc1 | 1% | ? | -4%
CC1Cc2cccc3ccc(=O)n(c23)C1 (stereo not drawn) | 3% | -3% | -5%

(more compounds)
SMILES | TCR activator | uPA surface inh | TSG101-PTAP inh
CN(Cc1ccccc1)C(=O)c1ccc(NC(=O)Cc2ccc(NC(=O)C3CCN(C(=O)C4CCCC4)CC3)cc2)cc1 | 6% | -6% | 0%
NC(=O)C1(Nc2ccccc2)CCCC1 | 3% | -2% | 2%
CCCCCC1C(C(=O)OCC)C(=O)NC1(C(=O)OCC)C(=O)OCC (stereo not drawn) | 0% | -1% | -2%
O=C(NNCc1ccccc1)c1ccccn1 | -5% | -2% | -1%
Cc1cc(C)n2c(SCC(O)=C(C#N)c3nc4ccccc4[nH]3)nnc2n1 | -3% | 1% | -1%
Cc1sc2nc(SCC(=O)Nc3ccc(Cl)c(C(=O)O)c3)[nH]c(=O)c2c1C | 4% | 6% | 3%
O=C(c1cccc(S(=O)(=O)N2CCCCCC2)c1)N1CCN(Cc2ccccc2)CC1 | 4% | -10% | -3%
COc1cccc(/C=N/NC(=O)c2c(-c3ccccc3)noc2C)c1OC | 4% | -3% | -5%
CCOC(=O)N1C2CCC(C2)N1C(=O)OCC | 4% | 2% | 1%
Cc1ccccc1C(=O)N1CCC(C(=O)Nc2ccc(S(=O)(=O)N3C(C)CCCC3C)cc2)CC1 (stereo not drawn) | 9% | ? | -7%

Screening results as filed in PubChem BioAssay.
